INS-1E ATP HTS: rescue of cytokine-induced death in INS-1E beta cells. protection from cytokine-induced ATP loss, % at 10 µM. 20,000 compounds, 0.1% hits. INS-1E cytokine-induced death, ATP luminescence, 48 h; normalised: neutral wells 0, positive control 100;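 active = mean replicate protection from cytokine-induced ATP loss at least 50% and at least 75% of replicates each reaching 50%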
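Assay system: INS-1E rat cells / Quantity: 8000 cells per well / Medium: RPMI without phenol red, 5% FBS / Probe or stimulus: three-cytokine cocktail (IFN-γ, TNF-α, IL-1β) / Dosing: one compound concentration, pin transfer / Timing: 48 h co-treatment, 10 min post-lysis read / Technique: CellTiter-Glo luminescence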
T cruzi HTS: inhibitors of intracellular Trypanosoma cruzi; AID 651903; activity score (inhibition), % at 5.01 µM; intracellular Trypanosoma cruzi in host cells, plate reader; 22,000 compounds, 4.9% hits; in the data active = activity score above about 55%;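 note: parasites and compound incubated about four days before reading; 0% = median of neutral control wells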
* hit, by the source's call; x = no result given.

SMILES	INS-1E ATP HTS	T cruzi HTS
C[C@H](CO)N1C[C@H](C)[C@H](CN(C)S(=O)(=O)c2cccs2)Oc2c(NC(=O)C3CC3)cccc2C1=O	1	-20
C[C@H](CO)N1C[C@H](C)[C@@H](CN(C)S(=O)(=O)c2cccs2)Oc2c(NC(=O)C3CCOCC3)cccc2C1=O	8	-21
C[C@H](CO)N1C[C@H](C)[C@H](CN(C)C(=O)Nc2ccccc2)Oc2c(NC(=O)Nc3ccccc3)cccc2C1=O	-11	-7
C[C@@H]1CN([C@@H](C)CO)C(=O)c2cc(N(C)C)ccc2O[C@H]1CN(C)Cc1ccc(C(=O)O)cc1	-2	-2
Cc1noc(C)c1NC(=O)Nc1ccc2c(c1)C(=O)N([C@H](C)CO)C[C@@H](C)[C@@H](CN(C)Cc1ccccc1)O2	3	0
C[C@@H]1CN([C@H](C)CO)C(=O)Cc2cc(NC(=O)Nc3ccccc3)ccc2O[C@@H]1CN(C)S(=O)(=O)c1cccs1	9	-18
C[C@H]1CN([C@@H](C)CO)C(=O)c2cccc(NS(=O)(=O)c3cccs3)c2O[C@H]1CN(C)Cc1ccc(C(F)(F)F)cc1	-11	17
C[C@H]1CN([C@@H](C)CO)C(=O)c2cc(NC(=O)Cc3ccccc3)ccc2O[C@H]1CN(C)CC1CC1	0	-5
C[C@@H]1CN([C@H](C)CO)C(=O)c2cccc(NC(=O)c3ccc(-c4nccs4)cc3)c2O[C@H]1CN(C)C(=O)Nc1ccc2c(c1)OCO2	5	-9
COc1ccc(NC(=O)Nc2ccc3c(c2)C(=O)N([C@@H](C)CO)C[C@H](C)[C@H](CN(C)S(=O)(=O)c2ccccc2)O3)cc1	5	16
C[C@@H]1CN([C@H](C)CO)C(=O)c2cc(NC(=O)Nc3ccc(F)cc3)ccc2O[C@@H]1CN(C)S(=O)(=O)c1cccs1	14	-3
Cc1noc(C)c1NC(=O)N(C)C[C@@H]1Oc2ccc(NC(=O)Nc3ccccc3)cc2CC(=O)N([C@H](C)CO)C[C@@H]1C	7	-8
COc1ccc(NC(=O)N(C)C[C@H]2Oc3ccc(NC(=O)Nc4cccc5ccccc45)cc3C(=O)N([C@H](C)CO)C[C@@H]2C)cc1	5	-15
C[C@H](CO)N1C[C@H](C)[C@H](CN(C)S(=O)(=O)c2cccs2)Oc2ncc(C#CCN(C)C)cc2C1=O	x	1
Cc1ccc(S(=O)(=O)N(C)C[C@H]2Oc3c(NS(=O)(=O)c4ccccc4)cccc3C(=O)N([C@@H](C)CO)C[C@H]2C)cc1	1	18
C[C@H]1CN([C@@H](C)CO)C(=O)c2cccc(NS(=O)(=O)c3cn(C)cn3)c2O[C@H]1CN(C)S(=O)(=O)c1ccc(F)cc1	7	-16
CC(C)NC(=O)N(C)C[C@@H]1Oc2ccc(NS(=O)(=O)c3cccs3)cc2C(=O)N([C@H](C)CO)C[C@@H]1C	6	-12
C[C@@H]1CN([C@@H](C)CO)C(=O)c2cccc(N(C)C)c2O[C@@H]1CN(C)C(=O)Nc1ccccc1	1	-1
C[C@@H]1CCCCO[C@@H](CN(C)CC2CCCCC2)[C@@H](C)CN([C@H](C)CO)C(=O)c2cc(NS(=O)(=O)c3ccc(F)cc3)ccc2O1	-14	-19
C[C@@H]1CN([C@H](C)CO)C(=O)c2cc(NS(=O)(=O)c3cn(C)cn3)ccc2O[C@H]1CN(C)C(=O)NC1CCCCC1	-3	-16
CNC[C@H]1Oc2ccc(NC(=O)Cc3ccccc3)cc2CC(=O)N([C@H](C)CO)C[C@H]1C	6	-16
O=C(CCCCCCC(=O)Nc1ccccc1O)N/N=C/c1ccc(Br)cc1	-3	5
C[C@H]1CN([C@@H](C)CO)C(=O)c2cccc(NC(=O)c3nc4ccccc4s3)c2O[C@@H]1CN(C)Cc1ccccc1	-34	51
C[C@H](CO)N1C[C@H](C)[C@H](CN(C)S(=O)(=O)c2cn(C)cn2)Oc2ccc(NS(=O)(=O)c3ccccc3)cc2CC1=O	2	-10

The final five records of the section before come first, to join the parts.
SMILES	INS-1E ATP HTS	T cruzi HTS
C[C@@H]1CN([C@H](C)CO)C(=O)c2cc(NS(=O)(=O)c3cn(C)cn3)ccc2O[C@H]1CN(C)C(=O)NC1CCCCC1	-3	-16
CNC[C@H]1Oc2ccc(NC(=O)Cc3ccccc3)cc2CC(=O)N([C@H](C)CO)C[C@H]1C	6	-16
O=C(CCCCCCC(=O)Nc1ccccc1O)N/N=C/c1ccc(Br)cc1	-3	5
C[C@H]1CN([C@@H](C)CO)C(=O)c2cccc(NC(=O)c3nc4ccccc4s3)c2O[C@@H]1CN(C)Cc1ccccc1	-34	51
C[C@H](CO)N1C[C@H](C)[C@H](CN(C)S(=O)(=O)c2cn(C)cn2)Oc2ccc(NS(=O)(=O)c3ccccc3)cc2CC1=O	2	-10
C[C@H](CO)N1C[C@H](C)[C@H](CN(C)Cc2ccc(Oc3ccccc3)cc2)Oc2c(NS(=O)(=O)c3ccc(F)cc3)cccc2C1=O	-45	24
COc1ccc(S(=O)(=O)Nc2cccc3c2O[C@H](CN(C)S(=O)(=O)c2ccc(F)cc2)[C@@H](C)CN([C@H](C)CO)C3=O)cc1	3	2
C[C@H]1CN([C@@H](C)CO)C(=O)c2cccc(NC(=O)C3CC3)c2O[C@@H]1CN(C)Cc1ccc(C(F)(F)F)cc1	-16	8
C[C@@H]1CN([C@H](C)CO)C(=O)CCCn2cc(nn2)CO[C@H]1CN(C)C(=O)Cc1ccccc1	x	-14
C[C@@H]1CN([C@@H](C)CO)C(=O)c2cc(NS(C)(=O)=O)ccc2O[C@H]1CN(C)Cc1ccc(Cl)c(Cl)c1	2	10
C[C@@H]1CN([C@H](C)CO)C(=O)CCCn2nncc2CO[C@@H]1CN(C)C(=O)Nc1ccnc(N2CCOCC2)c1	x	-9
COc1ccc(S(=O)(=O)Nc2ccc3c(c2)C(=O)N([C@@H](C)CO)C[C@@H](C)[C@H](CN(C)Cc2ccc(C(=O)Nc4ccccc4N)cc2)O3)cc1	-5	31
C[C@@H]1CCCCO[C@@H](CN(C)S(=O)(=O)c2cccs2)[C@@H](C)CN([C@H](C)CO)C(=O)c2cc(NC(=O)Nc3ccccc3)ccc2O1	2	0
Cc1ccc(S(=O)(=O)Nc2ccc3c(c2)CC(=O)N([C@@H](C)CO)C[C@H](C)[C@@H](CN(C)C)O3)cc1	5	-31
COc1ccc(CN(C)C[C@@H]2Oc3ccc(NC(=O)CCC(F)(F)F)cc3C(=O)N([C@@H](C)CO)C[C@H]2C)cc1	-1	10
C[C@@H]1CN([C@H](C)CO)C(=O)c2cc(NC(=O)C3CC3)ccc2O[C@@H]1CN(C)S(=O)(=O)c1cccs1	6	16
C[C@H]1CN([C@@H](C)CO)C(=O)c2cc(NC(=O)CCCN(C)C)ccc2O[C@H]1CN(C)Cc1ccccc1	2	-30

Two of these compounds in another layout.
smiles | INS-1E ATP HTS | T cruzi HTS
C[C@@H]1CCCCO[C@@H](CN(C)S(=O)(=O)c2cccs2)[C@@H](C)CN([C@H](C)CO)C(=O)c2cc(NC(=O)Nc3ccccc3)ccc2O1 | 2 | 0
Cc1ccc(S(=O)(=O)Nc2ccc3c(c2)CC(=O)N([C@@H](C)CO)C[C@H](C)[C@@H](CN(C)C)O3)cc1 | 5 | -31

Going on with the list:
SMILES	INS-1E ATP HTS	T cruzi HTS
C[C@H]1CN([C@@H](C)CO)C(=O)c2cc(NC(=O)Cn3cnnn3)ccc2O[C@@H]1CN(C)S(=O)(=O)c1cccs1	7	-6
C[C@@H]1CN([C@@H](C)CO)C(=O)c2cccc(NC(=O)Nc3ccccc3)c2O[C@@H]1CN(C)Cc1ccc2c(c1)OCO2	-8	-24
C[C@@H]1CN([C@@H](C)CO)C(=O)c2cccc(NC(=O)c3cnccn3)c2O[C@@H]1CN(C)C(=O)Nc1ccc2c(c1)OCO2	5	-17
C[C@H]1CN([C@@H](C)CO)C(=O)Cc2cc(NC(=O)C3CCCCC3)ccc2O[C@@H]1CN(C)Cc1ccc(-c2ccccc2)cc1	-39	60*
C[C@H](CO)N1C[C@H](C)[C@@H](CN(C)S(=O)(=O)c2ccccc2)Oc2ccc(NS(=O)(=O)c3ccc(F)cc3)cc2C1=O	-13	10
Cc1ccc(S(=O)(=O)Nc2ccc3c(c2)CC(=O)N([C@H](C)CO)C[C@@H](C)[C@@H](CN(C)C(=O)NC2CCCCC2)O3)cc1	11	-4
C[C@H](CO)N1C[C@H](C)[C@H](CN(C)Cc2ccc(C(=O)Nc3ccccc3N)cc2)Oc2ccc(NC(=O)Nc3cccc4ccccc34)cc2CC1=O	15	52
C[C@@H]1CN([C@@H](C)CO)C(=O)c2cccc(NC(=O)NC3CCCCC3)c2O[C@@H]1CN(C)Cc1ccc(Oc2ccccc2)cc1	-53	64*
C[C@@H]1CN([C@H](C)CO)C(=O)Cc2cc(NC(=O)Cc3cn(C)c4ccccc34)ccc2O[C@H]1CN(C)Cc1ccc2c(c1)OCO2	-23	54
CNC[C@H]1Oc2c(NS(=O)(=O)c3cn(C)cn3)cccc2C(=O)N([C@H](C)CO)C[C@H]1C	8	4
C[C@H]1CN([C@@H](C)CO)C(=O)c2cc(NC(=O)C3CCCCC3)ccc2O[C@@H]1CN(C)C(=O)Nc1ccccc1	2	5
COc1ccc(CN(C)C[C@@H]2Oc3ccc(NS(C)(=O)=O)cc3C(=O)N([C@H](C)CO)C[C@H]2C)cc1	0	-10
O=C(NO)c1cccc(C(=O)N/N=C/c2ccc(O)c(O)c2O)c1	8	61*
Cc1ccc(S(=O)(=O)N(C)C[C@@H]2Oc3ccc(NC(=O)C4CC4)cc3CC(=O)N([C@H](C)CO)C[C@@H]2C)cc1	0	-4
Cc1noc(C)c1NC(=O)Nc1ccc2c(c1)C(=O)N([C@H](C)CO)C[C@H](C)[C@H](CN(C)Cc1ccc(Cl)c(Cl)c1)OCCCC[C@@H](C)O2	-5	8
C[C@H](CO)N1C[C@H](C)[C@H](CN(C)CC2CCCCC2)Oc2ccc(NC(=O)C3CCCCC3)cc2C1=O	-5	0
COc1ccc(NC(=O)Nc2cccc3c2O[C@@H](CN(C)CC2CCCCC2)[C@@H](C)CN([C@H](C)CO)C3=O)cc1	-28	-2
C[C@@H]1CN([C@H](C)CO)C(=O)c2cc(NC(=O)Cc3ccccc3)ccc2O[C@@H]1CN(C)Cc1ccc(C(F)(F)F)cc1	-7	12
C[C@@H]1CN([C@H](C)CO)C(=O)Cc2cc(NS(=O)(=O)c3cn(C)cn3)ccc2O[C@H]1CN(C)Cc1ccc2c(c1)OCO2	5	-24
C[C@H]1CN([C@@H](C)CO)C(=O)c2cccc(NC(=O)CCCCCC(=O)Nc3ccccc3N)c2O[C@@H]1CN(C)Cc1ccc(-c2ccccc2)cc1	-13	67*
C[C@H](CO)N1C[C@H](C)[C@H](CN(C)S(=O)(=O)c2cccs2)Oc2ccc(N(C)C)cc2CC1=O	-4	23
C[C@H]1CN([C@@H](C)CO)C(=O)c2cccc(NC(=O)c3ccncc3)c2O[C@@H]1CN(C)S(=O)(=O)c1cccs1	3	-6
Cc1ccc(S(=O)(=O)N(C)C[C@H]2Oc3ccc(NS(=O)(=O)c4ccc(F)cc4)cc3CC(=O)N([C@@H](C)CO)C[C@@H]2C)cc1	10	6
C[C@H](CO)N1C[C@H](C)[C@H](CN(C)S(=O)(=O)c2cn(C)cn2)Oc2ccc(NC(=O)Nc3ccc(C(F)(F)F)cc3)cc2C1=O	x	-1
Cc1ccc(S(=O)(=O)Nc2cccc3c2O[C@@H](CN(C)S(=O)(=O)c2ccccc2)[C@H](C)CN([C@H](C)CO)C3=O)cc1	0	8
Cc1ccc(S(=O)(=O)Nc2cccc3c2O[C@@H](CN(C)S(C)(=O)=O)[C@@H](C)CN([C@@H](C)CO)C3=O)cc1	-2	-15
C[C@@H]1CN([C@H](C)CO)C(=O)c2cccc(NS(C)(=O)=O)c2O[C@@H]1CN(C)S(=O)(=O)c1ccc(Cl)cc1	10	7
C[C@@H]1CN([C@H](C)CO)C(=O)c2cc(NS(=O)(=O)c3cccs3)ccc2O[C@H]1CN(C)C	5	2
CC(C)NC(=O)Nc1ccc2c(c1)C(=O)N([C@@H](C)CO)C[C@H](C)[C@H](CN(C)Cc1ccc(-c3ccccc3)cc1)O2	-15	-5
COc1ccc(S(=O)(=O)N(C)C[C@@H]2Oc3ccc(NC(=O)Cc4cn(C)c5ccccc45)cc3C(=O)N([C@@H](C)CO)C[C@H]2C)cc1	-10	-2
COc1ccc(S(=O)(=O)N(C)C[C@H]2Oc3c(NS(=O)(=O)c4ccc(Cl)cc4)cccc3C(=O)N([C@H](C)CO)C[C@H]2C)cc1	-10	-3
COc1ccc(S(=O)(=O)N(C)C[C@@H]2Oc3c(NC(=O)Nc4ccccc4)cccc3C(=O)N([C@@H](C)CO)C[C@H]2C)cc1	20	0
